Assay outcomes deposited in PubChem BioAssay by National Center for Advancing Translational Sciences (NCATS).
RORgamma inh – blocks mouse ROR gamma transcriptional activity; Potency, µM (series often up to 53.6 µM), without a hit: top-dose activity change, negative = inhibition, most hits filed as inhibitors; Drosophila S2 Gal4-RORgamma UAS-luciferase reporter, 20 h; AID 2551; hit rate 5.4% among 310,000; P51450; further: potency means the concentration at half of the fitted maximal effect; on the % scale 0 is the no-effect control and ±100 the full control effect; nearly all actives have a fitted effect of over 60% in size
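Luminescence from a UAS-regulated Photinus luciferase reporter in stably transfected Drosophila Schneider cells is measured; decreased signal marks ROR gamma inhibition. Fusion expression is induced by 700 uM copper sulfate for 20 hr.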
Coupling enz – counter-screen for Giardia aldolase inhibitors: coupling enzyme system; AID 2472; coupling enzyme system counterscreen, AmpLite Red fluorescence; hit rate 0.67% among 290,000; activity change, negative = inhibition, % at 58.2 µM, hits read low; in the data active means activity change below about -30%; further: on the % scale 0 is the no-effect control and ±100 the full control effect
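Coupling enzymes only (glyceraldehyde-3-phosphate) + compound, at 57.5 uM final, 10 min RT; add substrate/coupling/AmpLite Red mix, 20 min RT; fluorescence ex 525/em 598 nm. Actives flag coupling-system interference.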
VP16 counter – inhibits Gal4-VP16 luciferase reporter, ROR gamma counter-screen; Drosophila S2 Gal4-VP16 UAS-luciferase, luminescence, 20 h; Potency, µM (top dose mostly 53.6 µM), for inactives: at the highest dose activity, negative = inhibition, usual class: inhibitors; hit rate 3.5% among 310,000;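 further: Gal4-VP16 expression switched on by copper sulfate through the metallothionein promoter; potency means the concentration at half of the fitted maximal effect; on the % scale 0 is the no-effect control and ±100 the full control effect; nearly all actives have a fitted effect of over 50% in size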
NPC1 promoter act – activates the NPC1 promoter | AID 485313 | hit rate 2.4% among 320,000 | Potency, µM (doses to about 9.22 µM), inactives show top-dose activation, usual class: activators | Huh7 NPC1 promoter luciferase reporter, 24 h;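 further: potency means the concentration at half of the fitted maximal effect; % of control where 0% means no effect; nearly all actives have a fitted effect of over 60% in size; reporter is driven by a mutant NPC1 promoter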
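Readout is luciferase luminescence, reflecting NPC1 promoter activation in stably transfected Huh7 cells after 24 h compound exposure at 37 °C in reduced-serum medium with 10% FBS.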
Giardia killer – kills Giardia lamblia; AID 540267; hit rate 0.15% among 340,000; Giardia lamblia trophozoite viability; activity change, % at 7.66 µM, hits read low; in the data active means activity change below about -80%; inconclusive means between about -30% and that limit;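 further: parasites exposed to compound for two days anaerobically before the ATP read; on the % scale 0 is the no-effect control and ±100 the full control effect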
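Media and compound were dispensed first, then trophozoites at 100 cells/well; plates sat 48 hrs at 37 deg C without oxygen before ATP luminescence reagent was added and read after 15-30 min at room temperature.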
uPA surface inh – blocks generation of uPA at the cell surface. cell surface uPA generation assay, qHTS. Potency, µM (top dose mostly 38.3 µM), without a hit: at the highest dose activity change, negative = inhibition, actives largely listed as inhibitors. hit rate 0.31% among 330,000. AID 540303; active means well fitted inhibition curve with a large enough effect; inconclusive means small, poorly fitted or top-dose-only effect; inactive means no such curve, though single readings can be large or run the other way; tested in mouse RAW 264.7 cells; further: potency means the concentration at half of the fitted maximal effect; on the % scale 0 is the no-effect control and ±100 the full control effect; nearly all actives have a fitted effect of over 55% in size
Tb PFK block – inhibitors of T. brucei phosphofructokinase; AID 485367; hit rate 0.17% among 330,000; O15648; Potency, µM (series often up to 57.5 µM), inactives show at the top dose activity, negative = inhibition, usual class: inhibitors; T. brucei PFK, ADP-Glo luminescence;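 further: potency means the concentration at half of the fitted maximal effect; 0% = uninhibited 1x PFK enzyme wells and -100% = no-enzyme wells; nearly all actives have a fitted effect of over 60% in size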
Target sequence (O15648 whole entry, looked up): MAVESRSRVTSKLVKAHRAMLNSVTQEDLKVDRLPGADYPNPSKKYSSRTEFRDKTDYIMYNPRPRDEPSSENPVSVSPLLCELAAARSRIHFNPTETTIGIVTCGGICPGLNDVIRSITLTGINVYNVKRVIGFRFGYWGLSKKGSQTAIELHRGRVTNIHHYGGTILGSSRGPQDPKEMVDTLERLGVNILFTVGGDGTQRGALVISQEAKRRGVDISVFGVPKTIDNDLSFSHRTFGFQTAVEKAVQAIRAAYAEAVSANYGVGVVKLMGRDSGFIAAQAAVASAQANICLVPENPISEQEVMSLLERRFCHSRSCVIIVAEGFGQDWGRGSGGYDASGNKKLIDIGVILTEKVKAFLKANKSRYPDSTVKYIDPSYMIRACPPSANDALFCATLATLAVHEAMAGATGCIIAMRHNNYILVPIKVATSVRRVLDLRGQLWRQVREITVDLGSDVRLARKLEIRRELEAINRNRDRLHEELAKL
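Compounds were pin-transferred as a titration series up to 57 uM into substrate buffer (0.5 mM F6P, 0.1 mM ATP, pH 8.0), then 1.25 nM PFK was added and reactions ran 45 min before ADP-Glo detection.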
ELG1 genotox – genotoxicity induction in ELG1-luciferase HEK293T cells. HEK293T ELG1-luciferase reporter, luminescence, 16 h. Potency, µM (titrated, usually from 46 µM), without a hit: at the highest dose activity change, positive = activation, actives largely listed as activators. hit rate 1.3% among 330,000; further: potency means the concentration at half of the fitted maximal effect; % of control where 0% means no effect; nearly all actives have a fitted effect of over 60% in size
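Step 1: seed 2,000 HEK293T ELG1-luciferase cells per well. Step 2: add compound or DMSO, incubate 16 hr at 37 °C. Step 3: ONE-Glo, 30 min at room temperature, read luminescence.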
FLuc modulator – firefly luciferase modulation, counter-screen for miR-21 project | purified FLuc, Km substrates, luminescence inhibition | Potency, µM (series often up to 57.5 µM), inactives show top-dose activity change, negative = inhibition, actives largely listed as inhibitors | hit rate 6.9% among 360,000 | AID 588342;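 further: potency means the concentration at half of the fitted maximal effect; plate controls were vehicle for no effect and reference inhibitor for full effect; nearly all actives have a fitted effect of over 55% in size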
Target sequence (P08659 whole entry, looked up): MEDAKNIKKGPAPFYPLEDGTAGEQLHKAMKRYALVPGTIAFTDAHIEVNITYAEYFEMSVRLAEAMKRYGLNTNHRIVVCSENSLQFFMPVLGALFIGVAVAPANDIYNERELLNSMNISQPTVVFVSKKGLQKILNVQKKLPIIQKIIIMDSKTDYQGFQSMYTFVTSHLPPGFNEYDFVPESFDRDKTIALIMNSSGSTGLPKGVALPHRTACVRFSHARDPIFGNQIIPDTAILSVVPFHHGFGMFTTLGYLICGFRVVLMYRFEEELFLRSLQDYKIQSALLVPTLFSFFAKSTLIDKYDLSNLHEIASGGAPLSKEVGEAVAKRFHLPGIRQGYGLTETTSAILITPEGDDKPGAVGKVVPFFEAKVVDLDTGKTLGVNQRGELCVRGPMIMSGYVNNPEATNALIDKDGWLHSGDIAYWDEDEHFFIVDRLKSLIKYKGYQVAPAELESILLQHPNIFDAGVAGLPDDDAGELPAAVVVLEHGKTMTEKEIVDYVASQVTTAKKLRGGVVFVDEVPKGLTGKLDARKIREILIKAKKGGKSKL
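Purified P. pyralis luciferase, 10 nM final, with Km-level 10 uM D-luciferin and 10 uM ATP in 50 mM Tris acetate pH 7.5, 10 mM Mg acetate, 0.01% Tween-20, 0.05% BSA; 6-point qHTS titration about 60 µM downward; luminescence read.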
KCNH2 3.1 inh – inhibitors of human KCNH2 3.1 potassium channel isoform | hit rate 0.95% among 340,000 | U2OS KCNH2 3.1, thallium flux FluxOr; stronger effect = lower value | activity change, % (tested at about 1.8 µM) | AID 720553;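 active means maximum activity change below -70%; inconclusive means maximum activity change from -70% to -50%; inactive means maximum activity change above -50%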;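 further: thallium influx rate constant from kinetic fluorescence after stimulation buffer; on the % scale 0 is the no-effect control and ±100 the full control effect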
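Thallium flux read-out: FluxOr dye with Red40 quencher in HBSS/HEPES, 45 min at RT. Rate constants from kinetic reads were normalized to positive and negative DMSO controls. Cells: U2OS virally expressing the 3.1 isoform.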
Rab9 prom act – activates the Rab9 promoter | Huh7 Rab9 promoter-luciferase reporter, luminescence, 24 h | Potency, µM (titrated, usually from 9.22 µM), without a hit: at the top dose activation, negative = inhibition, most hits filed as activators | hit rate 2.8% among 320,000; further: potency means the concentration at half of the fitted maximal effect; % of control where 0% means no effect; nearly all actives have a fitted effect of over 60% in size
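Luminescence read-out: Huh7 cells stably expressing Rab9-luciferase, treated 24 h with compound at 37 °C, then lysed with luciferase reagent for 10 min at ambient before reading.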
* marks the source's active call; other numbers are inactive results; & = joins results of further samples; [ ] = another dose, or the depositor's remark. Unless noted, the call rests on the fitted dose curve; in most records, active means well fitted curve in the direction sought with a large enough effect; inconclusive means small, poorly fitted or top-dose-only effect, or another doubt; inactive means no such curve, though single readings can be large; an effect the other way counts as inactive or inconclusive. Compounds as they come. About 14% of those tested had a hit in this group.

`COc1ccc(CN2CCN(C(=O)CC(C)C)CC2)cc1Br` gave RORgamma inh -18%, Coupling enz 1, VP16 counter 6%, NPC1 promoter act -3%, Giardia killer -12, uPA surface inh -21%, Tb PFK block 0%, ELG1 genotox -2%, FLuc modulator -2%, KCNH2 3.1 inh 20 and Rab9 prom act -4%.
For COc1ccc(C(c2sc3nc(C)nn3c2O)N2CCN(CCO)CC2)cc1OC (stereo not given) the results were RORgamma inh 28%, Coupling enz 1, VP16 counter -6%, NPC1 promoter act -4%, Giardia killer -11, uPA surface inh 2%, Tb PFK block 1%, ELG1 genotox 0%, FLuc modulator -1%, KCNH2 3.1 inh 0 and Rab9 prom act -1%.
Cc1cc(N/N=C/c2ccc(O)cc2)nc(NS(=O)(=O)c2ccccc2)n1 was read as RORgamma inh -9%, Coupling enz 3, VP16 counter inconclusive, NPC1 promoter act -6%, Giardia killer 19, uPA surface inh -1%, Tb PFK block inconclusive, ELG1 genotox 0%, FLuc modulator -9%, KCNH2 3.1 inh -11 and Rab9 prom act -1%.
For COC(=O)C1CCN(S(=O)(=O)CCNC(=O)c2cccc(OC)c2)CC1 the results were NPC1 promoter act -1%, Giardia killer 4, uPA surface inh 2%, Tb PFK block -4%, ELG1 genotox 1%, FLuc modulator -1%, KCNH2 3.1 inh -4 and Rab9 prom act -1%.
COC(=O)c1ccc(NC2c3ncccc3C(=O)N2Cc2cccs2)cc1 (stereo not given) was read as RORgamma inh 12%, Coupling enz 3, VP16 counter -4%, NPC1 promoter act -5%, Giardia killer -2, uPA surface inh 7%, Tb PFK block -13%, ELG1 genotox 0%, FLuc modulator 2%, KCNH2 3.1 inh -6 and Rab9 prom act 0%.
CCc1cccc(NC(=O)CS(=O)Cc2nc(-c3ccc(C)cc3)oc2C)c1 (stereo not given) was read as RORgamma inh 11µM*, Coupling enz 6, VP16 counter -4%, NPC1 promoter act -2%, Giardia killer 50[activator], uPA surface inh 1%, Tb PFK block -1%, ELG1 genotox -8%, FLuc modulator -18%, KCNH2 3.1 inh 4 and Rab9 prom act -3%.
CC(=O)NC(c1cccs1)c1cc(F)c2cccnc2c1O (stereo not given) was read as NPC1 promoter act -39%&-39%[inhibitor], Giardia killer 9, uPA surface inh 5µM*, Tb PFK block -4%&-1%, ELG1 genotox 4%, FLuc modulator 3%&-8% and Rab9 prom act -33%&1%[inhibitor].
Screening CCn1c(=O)n(CC)c2cc(S(=O)(=O)Nc3c(C)cccc3C)ccc21 returned RORgamma inh -16%, Coupling enz 5, VP16 counter 7%, NPC1 promoter act -2%, Giardia killer -5, uPA surface inh 13%, Tb PFK block -3%, ELG1 genotox -1%, FLuc modulator 2%, KCNH2 3.1 inh 19 and Rab9 prom act -1%.
`COc1ccccc1CNC(=O)COC(=O)CSc1ccc(F)cc1` gave NPC1 promoter act 0%, Giardia killer 4, uPA surface inh -2%, Tb PFK block -1%, ELG1 genotox 0%, FLuc modulator -2%, KCNH2 3.1 inh 1 and Rab9 prom act 4%.
Screening Cc1ccc(S(=O)(=O)N2CCN(C(=O)N(c3ccccc3)c3ccccc3)CC2)cc1 returned RORgamma inh -25%, Coupling enz 0, VP16 counter 12%, NPC1 promoter act -4%, Giardia killer -9, Tb PFK block 3%, ELG1 genotox -11%, FLuc modulator 8%, KCNH2 3.1 inh -1 and Rab9 prom act -1%.
For O=C(CN1CCN(c2ccc(O)cc2)CC1)NC1CCCc2ccccc21 (stereo not given) the results were RORgamma inh 15%, Coupling enz -7, VP16 counter 8%, NPC1 promoter act 11%, Tb PFK block -27%, ELG1 genotox 0%, FLuc modulator -12% and Rab9 prom act -6%.
Screening CC(C)OC(=O)/C(=C/c1ccc(Br)cc1)NC(=O)c1ccco1 returned RORgamma inh 2%, Coupling enz 4, VP16 counter -10%, NPC1 promoter act -2%, Giardia killer 8, uPA surface inh -2%, Tb PFK block 4%, ELG1 genotox -2%, FLuc modulator -14%, KCNH2 3.1 inh 14 and Rab9 prom act 2%.
Screening CCOC(=O)N1CCC(NC(=O)c2ccc(CS(=O)(=O)c3ccccc3C)o2)CC1 returned RORgamma inh -37%, Coupling enz -3, VP16 counter 10%, NPC1 promoter act -1%, Giardia killer -16, uPA surface inh -1%, Tb PFK block 0%, ELG1 genotox -5%, FLuc modulator -4%, KCNH2 3.1 inh 30 and Rab9 prom act 0%.
For S=C(NCc1ccco1)NCc1ccccc1Cl the results were RORgamma inh inconclusive, Coupling enz 0, VP16 counter inconclusive, NPC1 promoter act -8%, Giardia killer 3, uPA surface inh -9%, Tb PFK block 3%, ELG1 genotox 2%, FLuc modulator -3%, KCNH2 3.1 inh -1 and Rab9 prom act -1%.
`CCOc1ccc(S(=O)(=O)N(C)CC(=O)NC2CC2)cc1` gave RORgamma inh 5%, VP16 counter -3%, NPC1 promoter act 1%, Giardia killer 0, uPA surface inh -2%, Tb PFK block 0%, ELG1 genotox 6%, FLuc modulator 5%, KCNH2 3.1 inh 4 and Rab9 prom act 5%.
For Cc1[nH]n(-c2ccccc2)c(=O)c1C=Nc1cccc(F)c1 the results were RORgamma inh -13%, Coupling enz -2, VP16 counter 9%, NPC1 promoter act -2%, Giardia killer -13, uPA surface inh 1%, Tb PFK block 1%, ELG1 genotox 0%, FLuc modulator inconclusive, KCNH2 3.1 inh 20 and Rab9 prom act -6%.
For O=C(/C=C/c1ccc([N+](=O)[O-])cc1)NNC(=O)C1CC1 the results were RORgamma inh 28%, Coupling enz 2, VP16 counter -1%, NPC1 promoter act 8%, Giardia killer -15, uPA surface inh 2%, Tb PFK block -1%, ELG1 genotox -3%, FLuc modulator 1%, KCNH2 3.1 inh -5 and Rab9 prom act 10%.
`CN(Cc1cccnc1)Cc1c(C(=O)N2CCc3ccccc3C2)nc2ccc(Cl)cn12` gave RORgamma inh 39%, Coupling enz -1, VP16 counter 1%, NPC1 promoter act 0%, Giardia killer 16, uPA surface inh -7%, Tb PFK block 1%, ELG1 genotox -3%, FLuc modulator 5%, KCNH2 3.1 inh -9 and Rab9 prom act 0%.
`COc1cccc(CN(CC2CCCO2)C(=O)c2cc3ccccc3oc2=O)c1` (stereo not given) gave RORgamma inh 18%, Coupling enz 0, VP16 counter -2%, NPC1 promoter act 0%, Giardia killer 30[activator], uPA surface inh 16%, Tb PFK block -4%, ELG1 genotox 4%, FLuc modulator inconclusive, KCNH2 3.1 inh 1 and Rab9 prom act 18%.
Screening CCOc1ccc(NC(=O)CN(C)C(=O)c2cc(-c3cccs3)nn2-c2ccccc2)cc1OCC returned NPC1 promoter act 0%, Giardia killer 15, uPA surface inh -17%, Tb PFK block -3%, ELG1 genotox 0%, FLuc modulator 0%, KCNH2 3.1 inh 0 and Rab9 prom act -4%.
`COc1ccc(NC2CCCN(C(=O)c3csc(C(C)C)n3)C2)cc1OC` (stereo not given) gave RORgamma inh 18%, Coupling enz -5, VP16 counter 5%, NPC1 promoter act -7%, Giardia killer -9, uPA surface inh -16%, Tb PFK block 0%, ELG1 genotox -3%, FLuc modulator 2%, KCNH2 3.1 inh 2 and Rab9 prom act -1%.
Screening CN(C)c1ccc(-c2noc(C3CCN(C(=O)Nc4ccc(Cl)cc4)CC3)n2)cc1 returned RORgamma inh -2%, Coupling enz -5, VP16 counter 1%, NPC1 promoter act -17%, Giardia killer 0, uPA surface inh -2%, Tb PFK block -12%, ELG1 genotox 3%, FLuc modulator -12%, KCNH2 3.1 inh -27 and Rab9 prom act -7%.
For CC1CCN(Cc2nnnn2CCCC(=O)NC(c2ccccn2)C(F)(F)F)CC1 (stereo not given) the results were RORgamma inh 12%, VP16 counter 17%, NPC1 promoter act -1%, Giardia killer -16, uPA surface inh 1%, Tb PFK block 4%, ELG1 genotox 2%, FLuc modulator 3%, KCNH2 3.1 inh -26 and Rab9 prom act -4%.
Screening C=C(C)Cn1c(NCCOC)nc2c1c(=O)[nH]c(=O)n2C returned RORgamma inh -14%, Coupling enz -1, VP16 counter -10%, NPC1 promoter act -2%, Giardia killer -9, uPA surface inh 6%, Tb PFK block -7%, ELG1 genotox 3%, FLuc modulator 0%, KCNH2 3.1 inh -17 and Rab9 prom act 1%.
Screening CCOC(=O)C1CCCN(C(=O)c2cn(-c3ccccc3)nc2-c2cccnc2)C1 (stereo not given) returned NPC1 promoter act -3%, Giardia killer 16, uPA surface inh 12%, Tb PFK block -3%, ELG1 genotox 3%, FLuc modulator -16%, KCNH2 3.1 inh -46 and Rab9 prom act -4%.
